LDHA inh: blocks human lactate dehydrogenase A; P00338; AID 1347041; activity change, % (values are at about 110 or 230 µM); purified LDHA, NADH/diaphorase-resazurin fluorescence; stronger effect = lower value; 480,000 compounds, 0.15% hits; in the data active = activity change below about -30%; inconclusive = mostly about -25% to -30%;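 note: plate controls were DMSO wells for no effect and wells without enzyme for full effect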
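Remaining NADH was detected by diaphorase (0.133 mg/mL) converting 37 µM resazurin to fluorescent resorufin, read at 0 and 20 minutes. The preceding 5-minute room-temperature reaction used 2 nM LDHA, 0.2 mM sodium pyruvate and 0.06 mM NADH at pH 7.4.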
Vif-APOBEC3G blk: inhibitors of Vif-APOBEC3G interaction; 410,000 compounds, 0.076% hits; AID 602310; HeLa A3G-eYFP + Vif (tagged APOBEC3G with the HIV-1 protein that degrades it), YFP fluorescence, overnight; Potency, µM (highest dose often 46.1 µM), without a hit: at the highest dose activity, negative = active, hits mostly inhibitors;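 note: potency is the fitted concentration of half-maximal effect; % is set by controls: 0 for no effect and ±100 for the full control effect; nearly all actives have a fitted effect of over 60% in size; hits raise eYFP signal because A3G escapes Vif-driven loss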
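Read-out is eYFP fluorescence (Ex 488/Em 500-530) from Vif-expressing HeLa A3G-eYFP cells; more signal means A3G escaped Vif-mediated degradation. Cells plated overnight, compound pinned in, incubated overnight at 37 deg C.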
mIDH1 inhibitor: human IDH1 R132H inhibition; 390,000 compounds, 0.093% hits; AID 602179; IDH1-R132H enzyme, NADPH consumption, diaphorase/resazurin fluorescence; O75874; Potency, µM (highest dose often 76.6 µM), inactives show at the top dose activity change, negative = inhibition, actives largely listed as inhibitors; note: potency is the fitted concentration of half-maximal effect; % is set by controls: 0 for no effect and ±100 for the full control effect; nearly all actives have a fitted effect of over 65% in size
Target sequence (O75874 whole entry R132H, stated change not applied): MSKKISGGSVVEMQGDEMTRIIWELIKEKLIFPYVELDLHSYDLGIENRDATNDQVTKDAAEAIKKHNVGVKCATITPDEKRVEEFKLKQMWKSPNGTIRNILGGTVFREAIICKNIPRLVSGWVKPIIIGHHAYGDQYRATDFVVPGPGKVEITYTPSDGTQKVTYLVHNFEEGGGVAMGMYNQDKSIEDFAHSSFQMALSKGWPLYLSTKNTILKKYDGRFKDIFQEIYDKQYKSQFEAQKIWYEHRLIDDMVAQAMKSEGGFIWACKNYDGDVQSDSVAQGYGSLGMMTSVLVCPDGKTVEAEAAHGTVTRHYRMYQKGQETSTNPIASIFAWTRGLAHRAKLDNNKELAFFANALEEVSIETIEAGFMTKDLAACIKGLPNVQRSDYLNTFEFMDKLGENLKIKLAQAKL
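IDH1-R132H (0.5 ug/mL) preincubated 30 min with compound, then NADPH (0.016 mM) and alpha-KG (2 mM) added; 80 min at RT, pH 7.5. Remaining NADPH coupled via diaphorase/resazurin to fluorescence (540/590 nm); concentration-response curves normalized to no-enzyme control.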
USP1 inh: blocks the human USP1/UAF1 deubiquitinase complex; recombinant USP1/UAF1, Ub-Rhodamine cleavage fluorescence; 390,000 compounds, 0.23% hits; Potency, µM (top dose mostly 57.1 µM), inactives show top-dose activity change, negative = inhibition, usual class: inhibitors; O94782; note: potency is the fitted concentration of half-maximal effect; % is set by controls: 0 for no effect and ±100 for the full control effect; nearly all actives have a fitted effect of over 60% in size; inactives centre near -12
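In this screen, compounds sit with the deubiquitinase complex (1nM) for 15 min at room temperature before Ub-Rho is added at 150nM final. Fluorescence rise is then followed for 6 reads every 60 seconds.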
TrxR1 inh: blocks rat thioredoxin reductase 1. O89049. recombinant rTrxR1, NADPH fluorescence consumption, selenite substrate. Potency, µM (highest dose often 114 µM), without a hit: at the highest dose activity change, negative = inhibition, actives largely listed as inhibitors. 390,000 compounds, 1% hits; note: potency is the fitted concentration of half-maximal effect; % is set by controls: 0 for no effect and ±100 for the full control effect; nearly all actives have a fitted effect of over 65% in size
Target sequence (O89049 whole entry, looked up): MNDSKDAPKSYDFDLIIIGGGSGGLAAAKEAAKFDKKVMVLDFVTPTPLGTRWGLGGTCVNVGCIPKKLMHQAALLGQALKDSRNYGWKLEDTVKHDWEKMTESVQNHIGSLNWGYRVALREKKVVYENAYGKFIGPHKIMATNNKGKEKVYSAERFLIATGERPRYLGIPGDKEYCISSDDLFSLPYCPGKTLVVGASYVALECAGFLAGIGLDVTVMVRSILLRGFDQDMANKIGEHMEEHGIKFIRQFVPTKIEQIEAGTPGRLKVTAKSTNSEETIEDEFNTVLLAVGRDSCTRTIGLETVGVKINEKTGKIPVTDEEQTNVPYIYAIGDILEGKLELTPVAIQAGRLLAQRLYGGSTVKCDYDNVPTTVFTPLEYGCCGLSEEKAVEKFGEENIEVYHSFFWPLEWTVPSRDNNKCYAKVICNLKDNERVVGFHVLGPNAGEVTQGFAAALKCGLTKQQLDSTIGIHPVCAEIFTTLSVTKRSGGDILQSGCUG
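Rat TrxR1 (90 nM in the dispensed reagent) was pre-reduced with 400 uM NADPH for 5 min at room temperature, then incubated with compound for 15 min. After 400 uM selenite was added, NADPH fluorescence (Ex 340/Em 450 nm) was followed for 8 min.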
Vif-A3F inh: Vif-A3F binding inhibition. HeLa A3F-eYFP + Vif (tagged APOBEC3F with the HIV-1 protein that degrades it), YFP fluorescence increase. Potency, µM (series often up to 46.1 µM), for inactives: at the top dose activity, negative = active. 390,000 compounds, 0.2% hits; note: potency is the fitted concentration of half-maximal effect; % of control where 0% means no effect; nearly all actives have a fitted effect of over 65% in size
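Fluorescence increase (Ex 488/Em 500-530) after overnight compound treatment at 37 deg C flags inhibition of Vif-driven A3F-eYFP loss in stable HeLa A3F-eYFP/Vif cells seeded overnight beforehand.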
RGS4 inh: blocks human RGS4-accelerated GTP hydrolysis; Transcreener GDP fluorescence polarization, RGS4-accelerated GTP hydrolysis; AID 504845; 390,000 compounds, 0.039% hits; Potency, µM (top dose mostly 114 µM), inactives show at the highest dose activity change, negative = inhibition, usual class: inhibitors; P49798; note: potency is the fitted concentration of half-maximal effect; % is set by controls: 0 for no effect and ±100 for the full control effect; nearly all actives have a fitted effect of over 75% in size; some results filed as inactive show a strong effect at the top dose
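MLSMR compounds (23 nl, pin-transferred) preincubated 10 min at room temperature with a 500nM (2x) first reagent, then RGS4 at 900nM (2x) plus Transcreener GDP mix added; fluorescence polarization (620/688 nm) read before and after 90 min at 30 °C.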
TrxR1 substrate: is turned over as a substrate by rat TrxR1; 390,000 compounds, 0.01% hits; purified TrxR1 substrate turnover, NADPH consumption readout; O89049; Potency, µM (top dose mostly 114 µM), without a hit: at the highest dose activity change, negative = substrate turnover; note: potency is the fitted concentration of half-maximal effect; % is set by controls: 0 for no effect and ±100 for the full control effect; nearly all actives have a fitted effect of over 50% in size
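Rat TrxR1, dispensed at 90 nM, was prereduced with 400 uM NADPH (final) for 5 min at ~22 deg C, then incubated with compound 15 min before 400 uM selenite. A first-read NADPH fluorescence drop versus no-compound background flagged substrates.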
GRP78 ERSR act: inducers of ER stress response in human glioma cells; U87-MG GRP78 promoter luciferase reporter, 16 h; 420,000 compounds, 0.02% hits; Potency, µM, without a hit: at the top dose activation, most hits filed as activators; note: potency is the fitted concentration of half-maximal effect; series mostly up to about 76 µM; % of control where 0% means no effect; nearly all actives have a fitted effect of over 35% in size
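Stably transfected U87-MG human glioma cells carrying a GRP78-based luminescent sensor were seeded at 1000 cells/well, pin-dosed with compounds and incubated 16 h. Luciferase reagent was then added, and end-point luminescence was read after 10 min at room temperature.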
The depositor's hits bear a star; ? = inconclusive; . = no result given; & = joins results of further samples; [ ] = another dose, or the depositor's remark. Unless noted, calls come from the whole dose curve; as a rule, active = well fitted curve in the direction sought with a large enough effect; inconclusive = small, poorly fitted or top-dose-only effect, or another doubt; inactive = no such curve, though single readings can be large; an effect the other way counts as inactive or inconclusive. A portion of the library. The share of hits here may be higher or lower than overall.

Preview (2 entries):
SMILES	LDHA inh	Vif-APOBEC3G blk	mIDH1 inhibitor	USP1 inh	TrxR1 inh	Vif-A3F inh	RGS4 inh	TrxR1 substrate	GRP78 ERSR act
CCC(=O)Nc1nonc1-c1nc2ccccc2n1N(C(=O)CC)C(=O)CC	1	0%	1%	-9%	?	-4%	-5%	28%	-7%
CCOC(=O)c1nc(NCc2ccccc2)c2ccccc2n1	-10	-3%	0%	-18%	19%[57.1 µM]	-10%	-28%	6%[57.1 µM]	3%

The list itself (from the top)
SMILES	LDHA inh	Vif-APOBEC3G blk	mIDH1 inhibitor	USP1 inh	TrxR1 inh	Vif-A3F inh	RGS4 inh	TrxR1 substrate	GRP78 ERSR act
CCC(=O)Nc1nonc1-c1nc2ccccc2n1N(C(=O)CC)C(=O)CC	1	0%	1%	-9%	?	-4%	-5%	28%	-7%
CCOC(=O)c1nc(NCc2ccccc2)c2ccccc2n1	-10	-3%	0%	-18%	19%[57.1 µM]	-10%	-28%	6%[57.1 µM]	3%
CCN(NC(=O)C(O)(c1ccc(F)cc1)c1ccc(F)cc1)C(=O)c1ccccc1	-9	-1%	5%	-22%	-23%	-11%	0%	-8%	-4%
COc1cccc(-c2cc(C(=O)Nc3ccccc3SC)no2)c1	-11	-1%	2%	-15%	7%	-6%	11%	11%	9%
CCn1c(COc2cc(C)ccc2C(C)C)nnc1SCC(=O)Nc1nccs1	-3	3%	2%	-9%	21%	2%	1%[56.9 µM]	-2%	0%
O=S(=O)(Nc1cccnc1)c1ccc(C2CCCCC2)cc1	-1	0%	6%	-19%	15%	-4%	-3%	-2%	-5%
COC(=O)/C(=N/Nc1ccccc1Cl)Sc1nnc(C(O)c2ccccc2)n1-c1ccccc1 (stereo not given)	-3	-4%	-1%	-2%	7%[57.1 µM]	1%	-7%	1%[57.1 µM]	-6%
COc1ccc2c(c1)-c1nc(NC(=O)c3ccc(OC)c(Br)c3)sc1CC2	12	.	.	-30%	11%	.	-3%	12%	.
C/C(=N\O)c1ccc2c3ccccc3n(C)c2c1	4	-13%	3%	-22%	1%	0%	35%	52%[activator]	10%
c1cc2cc(-c3c(-c4ccc5c(c4)OCO5)noc3-c3ccsc3)ccc2[nH]1	-6	-13%&-24%	-8%	-15%	7%&22%	-4%	10%	2%&1%	2%&5%
COc1ccccc1N1CCN(S(=O)(=O)CCNC(=O)C23CC4CC(CC(C4)C2)C3)CC1	-17	-4%	-13%	-22%	1%	-1%	32%	-5%	-2%
O=C(CSc1nc2ccccc2s1)NC1CCS(=O)(=O)C1 (stereo not given)	2	1%	5%	-7%	31%	-3%	?	-8%	-3%
C=CCn1c(COc2ccc(Cl)cc2)nnc1SCC(=O)N/N=C/c1ccccc1	-6	3%	0%	-7%	0%	3%	7%[11.4 µM]	10%[57.1 µM]	-4%
CC1=CC=CN2C1=NC(=O)CC2(C)C(=O)N(CC(=O)NC1CCCC1)c1ccccc1C (stereo not given)	-5	1%	5%	-5%	1%	-3%	14%	318%[activator]	-4%
CCN(c1ccccc1)S(=O)(=O)c1cccc(C(=O)OCC(=O)Nc2ccc(NC(C)=O)cc2)c1	-7	-1%	4%	-5%	-3%	-7%	-1%	-8%	-2%
O=C(COc1cccnc1[N+](=O)[O-])Nc1cc(Cl)ccc1Cl	-5	1%	-3%	-3%	9%	8%	3%	-3%	1%
COc1ccc(-n2c(SC3CCOC3=O)nc3ccccc3c2=O)cc1OC (stereo not given)	1	2%	4%	-1%	5%	-2%	17%	0%	-1%
COc1ccc(-n2ccc(=O)c(C(=O)O)n2)c(OC)c1	-6	-3%	-5%	-22%	-1%	-8%	-35%[56.9 µM]	-2%	-4%
CSc1ccc(/C=C(\C(=O)O)c2ccc(S(=O)(=O)N3CCCCC3)s2)cc1	-13	-2%	3%	-6%	-2%	-5%	15%	-5%	8%
CCSc1nnc(NC(=O)CN2C(=O)N(C)C3(CCCCC3)C2=O)s1	-3	2%	5%	-6%	1%	5%	-8%	-9%	-5%
Cc1ccc(C(c2sc3nc(C)nn3c2O)N2CCN(c3ccccc3)CC2)cc1 (stereo not given)	-4	0%	11%	-11%	17%[57.1 µM]	-7%	14%	15%[57.1 µM]	-4%
O=C(Nc1ccccc1)c1ccc(NC2CCCCC2)c(S(=O)(=O)N2CCOCC2)c1	-11	1%	4%	-16%	16%	-3%	-5%	16%	-1%
COc1ccc(N2C(=O)CC(NCc3cccc(F)c3)C2=O)cc1 (stereo not given)	-3	0%	10%	-15%	16%[57.1 µM]	-4%	-43%	6%[57.1 µM]	1%
CCOC(=O)c1c(C)nn(-c2ncccc2NC(=O)NC(C)C)c1C	6	-1%	3%	1%	14%[57.1 µM]	4%	-17%	-18%[57.1 µM]	-2%
CN(C)C(=O)C(OC(=O)c1ccc2ccccc2n1)c1ccccc1 (stereo not given)	-1	-8%	1%	-21%	-22%	-2%	25%	-7%	-2%
O=C(NC1CC1)c1cc(=S)[nH]c2ccccc12	-3	-3%	1%	-19%	-22%	3%	-49%	-5%	-6%
COc1ccc(C(=O)NCC(=O)n2nc(C)cc2C)cc1OC	-4	2%	-2%	-10%	5%[57.1 µM]	1%	12%	7%[57.1 µM]	-5%
CCCS(=O)(=O)NCc1cn2cccc(C)c2n1	2	1%	0%	2%	-2%	-7%	22%	13%	-1%
Cc1ccc(NC(=O)CN(C)C2CCCCC2)cc1Cl	-4	1%	-5%	-13%	4%	-18%	-8%	-10%	-2%
CC(C)Cc1cc(C(=O)N2CCCC(CO)(Cc3ccc(F)cc3F)C2)n[nH]1 (stereo not given)	-2	0%	1%	-12%	0%	-8%	3%	-1%	-1%
CC(C)C[C@H](NC(=O)OC(C)(C)C)c1nnc(SCC(=O)Nc2ccc(Br)cc2)o1	5	-1%	1%	-22%	12%	5%	-17%	-6%	-5%
CNC(=O)CSCc1c(F)cccc1Cl	-7	1%	0%	-4%	15%[57.1 µM]	-2%	-15%	8%[57.1 µM]	-2%
O=C(NCc1cccnc1)c1ccc2c(c1)C(=O)N(Cc1ccccc1)C2=O	-6	1%	2%	-3%	1%	-6%	5%	-5%	-3%
CCC(=O)N1CCN=C1SCc1cccc(F)c1	-10	-1%	1%	-16%	11%	-11%	2%	-4%	-4%
CC(=O)Nc1ccc(C(=O)OCc2ccccc2Cl)cc1	0	-6%	-7%	-24%	-7%	-4%	-10%	-10%	4%
O=C(Nc1cc([N+](=O)[O-])ccc1F)c1ccc2ccccc2c1	-5	-14%	5%	-5%	12%[57.1 µM]	-7%	10%	8%[57.1 µM]	-3%
CCOc1ccc(NC(=O)C2CCCN(C(=O)Nc3ccccc3)C2)cc1 (stereo not given)	-15	1%	-1%	-15%	2%	1%	1%	-3%	-1%
Cc1nc(NCC2CCCO2)c2nnn(Cc3ccccc3Cl)c2n1 (stereo not given)	-9	0%	4%	-1%	15%	6%	34%	3%	-1%
COc1ccc(OC)c2c(C)cc(N3CCN(C(=O)c4ccc(F)cc4)CC3)nc12	5	-3%	0%	-5%	9%[57.1 µM]	-1%	4%	24%	-4%
COc1ccccc1CNC(=O)c1ccc(OC(F)F)c(OC)c1	-2	0%	6%	-16%	7%[57.1 µM]	8%	-8%	6%[57.1 µM]	-3%
COc1ccccc1CNC(=S)NC1CCCCC1	-2	2%	0%	0%	0%[57.1 µM]	-2%	-7%	-3%[57.1 µM]	-5%
Cc1ccc(NCC(=O)N/N=C/c2c[nH]c3ccccc23)cc1	3	1%	7%	?	13%[57.1 µM]	0%	-25%	-23%[57.1 µM]	7%
COc1ccccc1NC(=O)Nc1nc(CC(=O)N2CCN(c3ccccc3)CC2)cs1	-2	-1%	-3%	2%	-11%[57.1 µM]	-1%	4%	-12%[57.1 µM]	0%
S=C(Nc1ccccc1Cl)N(Cc1ccccc1)Cc1ccccn1	-4	-8%	1%	-18%	-7%[57.1 µM]	-1%	-32%	3%[57.1 µM]	-2%
COc1ccccc1N1C(=NC(=O)C2CCCCC2)SC2CS(=O)(=O)CC21 (stereo not given)	-6	2%	-8%	-16%	7%	-1%	-1%	-2%	-4%
Cc1ccc(C(=O)N/C(=C\c2ccc(C)o2)C(=O)O)cc1	0	1%	-1%	-20%	-5%	-9%	6%	-4%	6%
CC(C)C(OC(=O)Cn1nnc2ccccc21)C(=O)NC1CCCC1 (stereo not given)	-9	0%	6%	-20%	24%	-3%	9%	10%	-3%
O=C1CC(NNC(=O)c2ccccc2)C(=O)N1 (stereo not given)	1	1%	4%	-20%	15%	-4%	-25%	9%	-2%
CCCC12CN3CC(C)(CN(C1)C3c1ccccc1Cl)C2=O (stereo not given)	-16	4%	18%	-30%	2%	-2%	16%	-8%	-8%
CCOc1ccc(NC(=O)Cc2c[nH]c3ccccc23)cc1	-1	-6%	-13%	-21%	18%[57.1 µM]	2%	-17%	-4%[57.1 µM]	3%
CCCCOCC1CN(c2ccccc2)C(=O)CS1 (stereo not given)	3	0%	7%	-11%	-2%	-3%	-21%	7%	-4%
CN1CCN(/C=C(\C#N)S(=O)(=O)c2ccc(Cl)cc2)CC1	0	-1%	2%	0%	-7%[57.1 µM]	-9%	-31%	12%[57.1 µM]	-6%

Assay outcomes from PubChem.
